Cneo AK release: Cryptococcus neoformans lysis via adenylate kinase release; C. neoformans lysis, adenylate kinase release luminescence, 4 h; normalised: neutral wells 0, clomiphene wells 100; lysis activity, % at 15 µM; hit rate 0.2% among 360,000;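 active = mean lysis activity across replicates of at least 80%, whatever share of replicates individually reach that level; inactive = mean lysis activity below 80%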
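Material – Cryptococcus neoformans yeast cells · Quantity – 5 × 10^6 yeast cells/mL · Buffer or medium – YPD medium · Compound – single dose · Timing – 4 h static compound exposure, 37 °C, read 1 h post-reagent · Signal – adenylate kinase release luminescence · Read-out basis – lysis from increased AK signal · Benchmarks – Clomiphene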
LGR2 inh: blocks bursicon-induced cAMP signaling via Drosophila LGR2; HEK293 LGR2, CRE-luciferase, bursicon-stimulated, 4 h; inhibition, % at 9.99 µM; hit rate 0.35% among 380,000;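 active = drop in luminescence signal, shown as inhibition above about 50% in the replicate tests, limit read from the data, passing the limit was not always enough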;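 also: agonist challenge used bursicon conditioned medium at about half maximal strength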
PglD DTNB: PglD (C. jejuni) enzyme inhibition. purified PglD enzyme, DTNB colorimetric CoA detection. hit rate 0.098% among 360,000. inhibition, % at 12.5 µM; in the data active = inhibition above about 16%, passing the limit was not always enough; also: strong numbers were not always called active
PAX8 inh HTS: PAX8 transcriptional activity inhibition | RMG-I TPO-luciferase reporter, SteadyGlo, 24 h | hit rate 1.2% among 360,000 | inhibition, % at 12.6 µM;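 active = mean replicate inhibition at least 60% with every replicate also reaching 60%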;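 also: luciferase light reporting Pax8 driven TPO promoter activity; plate controls were median of neutral control wells for no effect and mitoxantrone controls for full effect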
C2C12 statin: suppressors of simvastatin-induced myotoxicity in C2C12 myotubes; rescue of ATP level, % at 7.49 µM; ATP luminescence, 48 h; scaled: DMSO 0, geranylgeraniol control 100; AID 602340; hit rate 0.78% among 330,000;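 active = mean ATP rescue above about 67%, or every replicate alone reaching that limit, limit read from the data, passing the limit was not always enough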;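 also: myotubes were challenged with 10 µM simvastatin during compound exposure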
PGC1a acetyl inh: PGC1a acetylation modulation, inhibitor mode; hit rate 0.17% among 350,000; U2OS PGC1a acetylation, AlphaScreen anti-acetyl-lysine; with virally co-expressed GCN5 acetyltransferase; AID 651687; inhibition, % at 15.6 µM;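 active = every replicate shows inhibition of at least 40%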;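 also: 0% = neutral control wells and 100% = positive control wells; some results beyond the cut were filed as inactive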
ARNT TACC3 PPI: ARNT/TACC3 interaction disruption | hit rate 0.66% among 390,000 | AID 623870 | inhibition, % at 9.99 µM | AlphaScreen His-ARNT PAS-B/GST-TACC3 binding, luminescence; TACC3 fragment carries E629A point mutation;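 active = mean inhibition of replicates at least 50% and at least half of replicates each reaching 50%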;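 also: 0% = complete ARNT plus TACC3 wells and 100% = ARNT alone without TACC3; many hits fall short of the cut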
INS-1E GSIS act: GLuc luminescence reporter in INS-1E cells, primary screen for activators of glucose-dependent secretion of insulin; activation, % at 16.6 µM; AID 743287; hit rate 0.61% among 370,000; INS-1E GLuc reporter insulin secretion, 2-3 h;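 active = lowest replicate activation of at least 40%, so every replicate reaches that level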;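 also: 0% = median of neutral control wells and 100% = median of IBMX positive control wells; some compounds called inactive have numbers as strong as hits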
* hit, by the source's call; / = not tested or not shown; & = joins results of further samples.

SMILES	Cneo AK release	LGR2 inh	PglD DTNB	PAX8 inh HTS	C2C12 statin	PGC1a acetyl inh	ARNT TACC3 PPI	INS-1E GSIS act
O=C(COc1ccccc1Cl)Nc1ccc(S(=O)(=O)N2CCOCC2)cc1	3.3	3.2	-3.1	-12.9	-15.6	/	0.6	-0.8
COc1ccc2c(CN3CCN(Cc4ccccc4)CC3)cc(=O)oc2c1	-17.8	-6.5	-1.7	-10.4	-8.4	7.1	/	-10.8
CC1=C(C(=O)Nc2ccc(C(=O)N3CCN(c4cccc(Cl)c4)CC3)cc2)SCCO1	-0.1	2.1	2.8	-12.7	10.7	/	/	0.2
COc1ccc(C[C@@H]2CN3C(=NC[C@@H]3Cc3ccc(O)cc3)N2C[C@H](C)NC(=O)CCC2CCCCC2)cc1	-0.4	/	-0.8	/	-31.1	/	16.1	/
Cc1noc(C)c1NC(=O)Nc1ccc2c(c1)C(=O)N([C@H](C)CO)C[C@@H](C)[C@@H](CN(C)C(=O)C1CCCCC1)OCCCC[C@@H](C)O2	-0.3	10.1	-0.4	-6.6	/	7.6	-12.0	-15.3
CNC(C)C(=O)NC(C(=O)NC(C(=O)Nc1cccc2ccccc12)C(C)C)C(C)C (stereo not drawn)	3.1	-11.2	0.5	-8.4	31.7	/	/	5.0
C[C@@H]1CN([C@H](C)CO)C(=O)c2cc(NC(=O)c3ccncc3)ccc2O[C@H]1CN(C)Cc1ccccc1	-10.6	11.6	-4.6	-3.9	-19.9	/	-26.7	11.4
CC=Cc1ccc2n(c1=O)C[C@H]1[C@H](CO)[C@@H](C(=O)N[C@@H](C)c3ccccc3)N(C(=O)c3cnccn3)[C@@H]21 (mixture of isomers)	0.2	0.1	2.9	3.4	-36.1	/	8.2	9.8
COc1ccc(CN(C)C(=O)c2ccc(NS(=O)(=O)c3ccc4[nH]c(=O)[nH]c4c3)cc2)c(OC)c1OC	-2.1	-5.7	-0.4	0.1	4.7	-0.9	-5.4	11.0
CN1C(=O)c2cc(NC(=O)C3CCOCC3)ccc2OC[C@@H]2O[C@@H](CC(=O)O)CC[C@H]21	0.8	-1.9	-0.2	-5.2	6.6	2.2	-8.3	2.3
O=C(NNC(=O)c1cc2ccccc2cc1O)Nc1ccccc1F	-1.1	0.5	3.8	-20.8	-0.7	/	/	-50.8
Cc1cccc(-c2cnn(-c3cccc([N+](=O)[O-])c3)c2N)c1	/	-91.8	/	-32.3	/	-14.9	-4.5	-17.1

Copied from the list:
Entry of C[C@@H]1CN([C@H](C)CO)C(=O)c2cc(NC(=O)c3ccncc3)ccc2O[C@H]1CN(C)Cc1ccccc1 in INS-1E GSIS act: 11.4
Entry of COc1ccc(C[C@@H]2CN3C(=NC[C@@H]3Cc3ccc(O)cc3)N2C[C@H](C)NC(=O)CCC2CCCCC2)cc1 in ARNT TACC3 PPI: 16.1
Entry of CN1C(=O)c2cc(NC(=O)C3CCOCC3)ccc2OC[C@@H]2O[C@@H](CC(=O)O)CC[C@H]21 in PAX8 inh HTS: -5.2

The results go on.
SMILES	Cneo AK release	LGR2 inh	PglD DTNB	PAX8 inh HTS	C2C12 statin	PGC1a acetyl inh	ARNT TACC3 PPI	INS-1E GSIS act
COc1ccc(S(=O)(=O)N2CCC(C(=O)N[C@@H](C)C(=O)NCc3ccccc3OC)CC2)cc1	-1.0	-22.9	-3.3	16.1	8.1	-7.5	-1.5	-11.7
COc1ccccc1OCc1ccc(C(=O)n2nc(C)c(Cl)c2C)o1	8.3	-1.4	2.2	/	/	9.5	-7.5	5.6
Nc1nnc(CC(=O)N/N=C/c2ccc(-c3ccc(Cl)cc3Cl)o2)s1	/	3.5	/	-6.3	/	7.2	2.4	-6.0
CC(=O)Nc1c(C#N)c(-c2ccccc2)c(C#N)c(=O)n1-c1ccc(C)cc1	-1.6	-14.9	-1.8&-1.3	6.0	9.6	-4.5	-3.3	-5.4
CCOC(=O)C1=C(C)N=C2SC(C(=O)OC)=CC(=O)N2C1c1cc(OC)c(OC)c(OC)c1 (stereo not drawn)	/	3.2	/	8.5	/	/	-5.7	-3.3
CC(=O)Nc1ccccc1C(=O)N1CC(C)OC(C)C1 (stereo not drawn)	-0.1	/	-0.3	/	/	3.4	-2.7	/
Cc1ccc(S(=O)(=O)NCCSCc2ccccc2)cc1	-0.7	/	-0.6	/	4.1	-9.4	/	/
NC(=O)Nc1ccc(Oc2ncc(C(F)(F)F)cc2Cl)cc1	/	-13.3	/	-2.5	/	8.0	-28.2	1.0
c1ccc(Cn2nnc3c(N4CCc5ccccc54)ncnc32)cc1	-1.0	/	-2.0	-10.4	6.3	4.8	-3.2	86.2*
CCCNC(=O)NC[C@H]1[C@H](c2ccc(C3=CCCC3)cc2)[C@@H](CO)N1C(=O)CC	10.7	-1.3	3.8	-6.0	29.3	-16.0	-3.8	9.2
O=C(c1cccs1)c1sccc1Cc1ccccc1	-2.2	-61.3	-3.5	-33.7	-3.1	-8.4	1.5	/
C=C1CCN([C@@H](Cc2ccccc2)C(=O)NCc2ccc(Cl)cc2)S(=O)(=O)c2ccccc21	-2.6	13.9	2.3	4.6	-9.4	-24.5	15.2	-9.2
O=C(CCOc1ccccc1)Nc1ccnn1C1CCN(CCc2ccccc2)CC1	2.8	-6.3	5.4	1.6	-0.8	-5.2	1.9	8.1
CO[C@H]1CN(C)C(=O)c2cc(NC(=O)Nc3ccccc3)ccc2OC[C@@H](C)N(C(=O)CC2CC2)C[C@H]1C	52.0	-11.9	-0.5	-1.6	12.1	0.9	-1.1	-23.1
CCCS(=O)(=O)N1CCN(C(=O)c2cccnc2)CC1	-2.2	/	-0.7	4.0	/	8.2	-5.6	12.5
O=C(Cc1ccc2c(c1)CCCC2)Nc1ccccc1Cl	-0.9	4.0	1.6	/	40.6	2.6	-0.9	-1.2
COc1ccc(-c2ccc(C(C)=O)cc2)cc1[C@H]1[C@@H]2C=CCC[C@@]2(C)C(=O)N1Cc1ccccc1	3.9	22.2	-2.1	61.9*	20.9	-7.9	-1.0	7.4
O=C(CCN1C(=O)/C(=C/c2ccc(F)cc2)SC1=S)NNC(=O)c1cccnc1	0.0	-2.0	5.3	-18.6	-4.1	-7.6	0.8	-31.1
CCN(CC)S(=O)(=O)c1cc(Br)c(C)cc1OC	-1.8	27.5	0.8	/	/	-9.9	-7.8	-7.2
O=C(Cc1ncn[nH]1)NCCc1ccccc1	-6.7	15.9	-6.0	-15.7	9.9	/	-18.7	-1.6
OCCN1CCN(C(=S)Nc2ccc(SC(F)F)cc2)CC1	/	-9.3	/	4.7	/	/	-3.8	7.5
Cc1cc2ncn(C3CC(O)C(CO)O3)c2cc1C (stereo not drawn)	-0.7	10.3	-4.8	6.5	2.3	0.8	3.4	/
C=CCc1cccc(OC)c1OCCOCCNCCO	1.3	/	-0.4	0.6	82.8*	-0.1	/	/
C[C@H]1CN([C@@H](C)CO)C(=O)Cc2cc(NC(=O)NC3CCCCC3)ccc2O[C@@H]1CN(C)CC1CCCCC1	-3.9	5.8	-0.1	51.0	46.9	-4.2	14.4	-0.4
Cc1noc(C)c1NC(=O)N(C)C[C@H]1Oc2cc(C#CCN(C)C)ccc2S(=O)(=O)N([C@H](C)CO)C[C@H]1C	-1.3	16.1	-4.7	/	1.9	3.0	-0.2	0.3
O=C(CSC(=S)N1CCCC1)N1CCN(S(=O)(=O)c2ccccc2F)CC1	-0.3	-10.0	-4.6	2.1	21.6	/	8.5	1.0
O=C(CN1CCN(Cc2ccc3c(c2)OCO3)CC1)Nc1ccc2c(c1)OCO2	-0.5	/	4.5	/	-16.4	4.8	0.8	/
C=CCOC(=O)CCC(=O)Nc1cc(OC)nc(OC)n1	/	/	/	/	-8.6	9.2	-4.1	3.7
CCc1nnc(NC(=O)CC(=O)Nc2ccccc2C(=O)O)s1	0.7	30.2	-5.6	/	3.4	4.3	-11.6	-10.5
C[C@@H]1CN([C@@H](C)CO)C(=O)c2cc(NC(=O)NC3CCCCC3)ccc2O[C@@H](C)CCCCO[C@@H]1CN(C)S(=O)(=O)c1ccc(Cl)cc1	-1.6	14.2	-1.8	-16.2	/	-5.6	11.1	1.5
O=C(C[C@@H]1CC[C@@H]2[C@H](COC[C@H](O)CN2C(=O)c2ccccc2F)O1)N1CCN(c2ccccc2)CC1	-0.6	-9.1	1.0	1.1	6.4	3.2	14.5	24.7
Cc1ccc(/C=C(\C#N)C(=O)NCc2ccco2)o1	/	2.9	/	9.3	/	-9.8	-8.0	7.4
COC(=O)c1ccc(NC(=S)N2CCN(Cc3ccccc3)CC2)cc1	5.7	/	-1.2	21.1	/	/	7.4	/
COc1ccc(SC[C@H](Cc2ccccc2)N2CC[C@@H](C)CCC2=O)cc1	1.3	23.6	4.5	12.1	27.8	-27.0	2.3	-5.1
Cc1ccc(C(C(=O)NCc2ccccc2)N(Cc2ccco2)C(=O)c2snc(C(N)=O)c2N)o1 (stereo not drawn)	1.5	-8.9	-0.8	21.7	-86.7	0.1	/	5.6
O=C(COC(=O)c1cc([N+](=O)[O-])ccc1N1CCOCC1)NCCc1ccccc1	-0.7	-1.1	-2.8	-2.0	-0.9	1.6	-4.6	16.4
COc1ccccc1N1CCN(S(=O)(=O)c2cccs2)CC1	-8.5	-0.9	-4.6	/	-7.2	-7.0	-5.6	6.7
C[C@@H]1CN([C@H](C)CO)C(=O)Cc2cc(N(C)C)ccc2O[C@H]1CN(C)S(=O)(=O)c1cn(C)cn1	3.2	1.3	5.5	-12.7	11.7	-11.8	-6.9	7.4
CCc1ccc(S(=O)(=O)Nc2ccc(-c3ccc4nnc(C)n4n3)cc2)s1	-0.6	-28.1	1.9	4.6	12.7	1.4	-3.1	/
COc1cccc(S(=O)(=O)N(C)C[C@@H]2Oc3cc(C4=CCCC4)ccc3S(=O)(=O)N([C@@H](C)CO)C[C@@H]2C)c1	-1.6	3.5	-0.1	15.5	-46.1	-31.9	10.5	-5.7
COc1ccc(S(=O)(=O)NCCc2csc(C)n2)cc1C	-0.7	/	2.3	/	0.9	7.5	-3.1	/
CC(C)(C)c1ccc(N2C(=O)Cc3c2nc(N)c(C#N)c3N)cc1	-2.8	/	-1.8	/	15.4	/	11.8	/
Cc1cc(OCC(=O)Nc2ccncc2)cc(C)c1Br	1.3	/	-2.3	18.0	2.3	-19.2	-5.5	/
O=C(CNC(=O)C1CC(=O)N(c2cccc3ccccc23)C1)Nc1ccccc1Br (stereo not drawn)	-2.3	14.5	5.5	5.1	13.4	4.9	0.4	0.9
COc1ccc(OC)c(NC(=O)CCNS(=O)(=O)c2cc(Br)cnc2N)c1	3.3	4.8	-2.0	15.9	8.6	8.7	3.5	12.3
CCOc1ccc(NC(=O)C(=O)NCCN2CCN(S(=O)(=O)c3ccccc3)CC2)cc1	2.3	3.5	0.7	-19.7	7.1	0.6	/	2.7
C[C@@H]1CN([C@@H](C)CO)C(=O)c2cccc(NC(=O)Nc3ccc4c(c3)OCO4)c2O[C@@H]1CN(C)C	-2.3	5.6	-2.0	-7.1	8.3	3.7	-5.5	33.1
C=CCC(CC=C)(NC(=O)c1ccccc1C(=O)O)c1ccccc1	-20.0	-0.5	-0.3	/	/	-11.4	-2.1	8.3
N#Cc1cccn1-c1nccc(-c2cccs2)n1	/	-12.0	/	-12.3	/	/	3.1	12.8
O=C(O)Cc1ccc(S(=O)(=O)N2CCCC2)s1	0.4	2.7	-2.2	-28.4	2.5	-2.1	30.8	/

Two entries from above, comma-delimited.
canonical_smiles,Cneo AK release,LGR2 inh,PglD DTNB,PAX8 inh HTS,C2C12 statin,PGC1a acetyl inh,ARNT TACC3 PPI,INS-1E GSIS act
COc1ccccc1N1CCN(S(=O)(=O)c2cccs2)CC1,-8.5,-0.9,-4.6,/,-7.2,-7.0,-5.6,6.7
C[C@@H]1CN([C@H](C)CO)C(=O)Cc2cc(N(C)C)ccc2O[C@H]1CN(C)S(=O)(=O)c1cn(C)cn1,3.2,1.3,5.5,-12.7,11.7,-11.8,-6.9,7.4
